Screens as filed in PubChem BioAssay.
SIAH1 antagonists – Siah-1 peptide-binding antagonists, primary screen, biochemical, fluorescence polarization, rhodamine-plectin, uHTS (AID 1817); E3 ubiquitin-protein ligase SIAH1 (Homo sapiens); displacement, % at 20 µM; hits with a dose series show IC50 in µM; hit rate 0.02% among 290,000; Siah-1 / rhodamine-plectin peptide fluorescence polarization; higher % means a stronger effect;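 active means displacement of at least 50% at 20 µM, with a fluorescence ratio check between 0.3 and a set limit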;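 further: plate controls were Siah plus tracer with DMSO for no effect and tracer alone without Siah for full effect; strong numbers were not always called active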
PhoP inhibition – inhibitors of PhoP regulon expression, primary screen, Salmonella Typhimurium, GFP reporter (AID 1863) | one-dose inhibition, % at 50 µM; IC50 in µM for titrated hits | hit rate 0.16% among 300,000 | S. Typhimurium PhoP-regulated promoter GFP reporter, 4 h; higher % means a stronger effect;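 active means inhibition over 29.93%, a cutoff 3 SD above the screen mean, later confirmed by dose response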;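 further: 0% = low Mg2+ inducing control and 100% = high Mg2+ repressing control; strong numbers were not always called active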
Yfh1-depleted yeast – enhancers of respiration in Yfh1-depleted yeast, dose response, Friedreich's ataxia, plus single-dose screen (AID 1465); S. cerevisiae Yfh1-off respiration, WST-1 reduction, 72 h; higher fold induction means a stronger effect; one-dose fold induction at 50 µM; EC50 in µM for titrated hits; hit rate 0.074% among 220,000;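 active means fold induction of absorbance versus untreated yeast above a set limit, then at least 30% activation at any dose in follow-up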;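 further: activators that raise dye reduction in frataxin-depleted yeast; strong numbers were not always called active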
human PMI inhibitors – human PMI inhibitors, high substrate, primary screen, biochemical, fluorescence intensity, high mannose 6-phosphate (AID 1220); hit rate 0.66% among 190,000; Mannose-6-phosphate isomerase (Homo sapiens); recombinant PMI enzyme, coupled fluorescence intensity; higher % means a stronger effect; one-dose inhibition, % at 20 µM; IC50 in µM for titrated hits; in the data active means inhibition above about 50%
XIAP antagonists – XIAP antagonists, biochemical, IAP family, fluorescence polarization (AID 1018) | E3 ubiquitin-protein ligase XIAP (Homo sapiens) | XIAP BIR domain, fluorescence polarization peptide displacement; higher % means a stronger effect | one-dose displacement, % at 20 µM; IC50 in µM for titrated hits | hit rate 0.007% among 200,000; in the data active means displacement above about 50%; further: a part of the inactive calls stands beside numbers as strong as those of hits
West Nile virus CPE – West Nile virus antiviral activity, cell-based, CPE readout (AID 1621); hit rate 0.02% among 290,000; CPE inhibition, % at 10 µM, or IC50 in µM where a hit was titrated; West Nile virus-infected cells, CPE inhibition; higher % means a stronger effect; in the data active means a potency from the dose series; further: strong numbers were not always called active
P. falciparum M1AAP – P. falciparum M1AAP inhibitors, biochemical, fluorogenic H-Leu-NHMec substrate, 1536-well (AID 1445). Aminopeptidase N (Plasmodium falciparum (isolate 3D7)). inhibition, % at 30 µM, or IC50 in µM where a hit was titrated. recombinant M1AAP, H-Leu-NHMec fluorogenic kinetic assay; higher % means a stronger effect. hit rate 0.42% among 220,000;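 active means primary inhibition above the hit cutoff, then over 50% inhibition at one or more dose response concentrations, cut at about 23% in these data, passing the limit was not always enough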;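 further: plate controls were DMSO full reaction for no effect and no enzyme background for full effect; strong numbers were not always called active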
ER stress rescue – rescue of cells from ER stress-induced death, primary screen, 384-well, CSM14.1, thapsigargin, ATP luminescence (AID 1222); cellular ATP content (survival), % at 20 µM, or EC50 in µM where a hit was titrated; 190,000 tested, under 10 active; CSM14.1 thapsigargin-induced death rescue, ATP luminescence; higher % means a stronger effect;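 active means EC50 below 50 µM in the dose-response confirmation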;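 further: death triggered by thapsigargin at about 15 µM added after 2 h compound pretreatment; cell ATP read after overnight thapsigargin exposure of roughly 18 to 22 hours; normalized against plate controls of thapsigargin alone and 5% DMSO vehicle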
P. falciparum M17LAP – P. falciparum M17LAP inhibitors, primary screen, biochemical, fluorogenic H-Leu-NHMec substrate, 1536-well (AID 1619). Leucine aminopeptidase (Plasmodium falciparum (isolate 3D7)). recombinant M17LAP, H-Leu-NHMec fluorogenic kinetic assay; higher % means a stronger effect. one-dose inhibition, % at 30 µM; IC50 in µM for titrated hits. hit rate 0.38% among 220,000;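 active means compound inhibiting the enzyme by more than half at any dose during confirmatory dose-response retesting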;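 further: plate controls were full reaction with DMSO carrier for no effect and no enzyme background for full effect; strong numbers were not always called active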
* marks the source's active call; other numbers are inactive results; i = inactive; . = not tested or not shown; & = joins results of further samples.

SMILES | SIAH1 antagonists | PhoP inhibition | Yfh1-depleted yeast | human PMI inhibitors | XIAP antagonists | West Nile virus CPE | P. falciparum M1AAP | ER stress rescue | P. falciparum M17LAP
CCC(C)Sc1nc2c(c(=O)[nH]c(=O)n2C)n1CC(O)COc1cccc2ccccc12 (stereo unspecified) | -3% | -4% | i | 12% | -1.5% | 0.1% | 0% | -1.0% | -3%
CCOc1ccc(Nc2nc(N)nc(CN(C)C3CCCCC3)n2)cc1 | -5% | 5% | i | 8% | -3.9% | -0.2% | 0% | -3.4% | 7%
Oc1ccc(Oc2ncc(Cl)cc2Cl)cc1 | -1% | 9% | i | 7% | 1.5% | -0.4% | -8% | . | -2%
O=C(NCCC1=CCCCC1)C1COc2ccccc2O1 (stereo unspecified) | 4% | -2% | i | 11% | 0.7% | -0.2% | 13% | -0.5% | 0%
Cc1c(Cl)cccc1NC(=O)CSCc1cc(=O)[nH][nH]1 | 0% | 8% | i | 4% | -4.3% | 0.2% | 11% | -1.3% | 62µM*
O=[N+]([O-])c1cccnc1N1CCC(c2cc(-c3cccc(C(F)(F)F)c3)n[nH]2)CC1 | -1% | 0% | i | 16% | 0.4% | 0.7% | 7% | 6.7% | 10%
CCN(C(=S)NCc1ccccc1)c1cccc2ccccc12 | 4% | 3% | i | 8% | -2.6% | -0.7% | 0% | -0.6% | 2%
Cc1ccc2nc(=O)c(NNc3ccccc3)cnc2c1 | -3% | -1% | i | 5% | -2.1% | 0.1% | -1% | 10% | 10%
CCC(CC)C(=O)Nc1cc(C)c2c(=O)oc3ccccc3c2n1 | -3% | 9% | i | 20% | -4.8% | -0.6% | 9% | 1.5% | -6%
COc1ccc(OC)c(CN2CCN(CCc3ccccc3)C(CCO)C2)c1 (stereo unspecified) | 12% | 7% | i | -4% | -8.2% | -1.1% | -3% | -1.3% | -3%
COc1ccc(C(=O)Oc2ccc(C(C)=O)cc2)c(OC)c1 | 0% | 14% | i | 5% | -2.9% | 0.1% | -7% | 2.2% | -3%
Cc1cc(NCc2ccco2)nc2cc(O)ccc12 | 2% | 15% | i | 14% | -4.9% | -0.2% | 33% | 1.3% | -175%
Cc1ccc(CNC(=O)Cn2cccc2C(=O)c2ccccc2C)cc1 | 3% | 2% | i | 5% | -2.7% | -0.7% | -6% | -1.2% | -6%
N#CCSc1nnc(SCC#N)s1 | -2% | -5% | i | . | . | 0.0% | 5% | . | -4%
CCOC(=O)C1=C(C)Nc2[nH]c(=O)[nH]c(=O)c2C1c1cccs1 (stereo unspecified) | 0% | 1% | . | -4% | -32% | . | 5% | -2.4% | 4%
COc1ccc(Cl)cc1N1C(=O)C2CCCN2C1c1ccc(F)c(F)c1 (stereo unspecified) | 2% | 2% | i | -2% | -2.3% | 0.1% | 10% | -0.6% | -6%
COc1ccccc1CCNC(=O)C(=O)NCC1OCCN1S(=O)(=O)c1ccc(Br)cc1 (stereo unspecified) | 2% | 4% | i | 13% | -5.7% | -0.7% | -6% | -0.9% | -4%
O=C1CSC(=NC(=O)c2ccccc2)N1 | 2% | -12% | i | -5% | -0.2% | 0.5% | 4% | 4.0% | 19%
O=C(CNC(=O)c1ccc(S(=O)(=O)N2CCCC2)cc1)N/N=C/c1ccco1 | -1% | 0% | i | 0% | -3.3% | 0.0% | 5% | -2.4% | 0%
Cc1ccc(NC(=O)CN(C)S(=O)(=O)c2cnc[nH]2)cc1C | -2% | 0% | i | 10% | -2.7% | 0.4% | 5% | -1.1% | 4%
N#Cc1cnn2c(-c3cccc(C(F)(F)F)c3)ccnc12 | -7% | -5% | i | . | . | 0.3% | -2% | . | -5%
COc1cc2c(cc1/C=C1/NC(=O)N(CC(=O)Nc3ccccc3)C1=O)OCO2 | 12% | -6% | i | 14% | -2.4% | -0.4% | 13% | 0.7% | 11%
CCOC(=O)C(C)Sc1nnc(-c2ccccc2O)n1-c1ccc(C)cc1 (stereo unspecified) | 2% | -1% | i | -4% | -1.7% | 0.0% | -2% | -0.2% | -1%
CCOCC(=O)Nc1ccc(S(=O)(=O)Nc2ncccn2)cc1 | -7% | 16% | i | -2% | -2.4% | -0.1% | -3% | -3.4% | -5%
CCc1ccccc1NC(=O)/C(C#N)=C/c1ccc(Sc2ccccc2)o1 | 12% | 3% | i | 4% | -1.7% | -0.7% | -1% | 1.5% | 3%
CCOC(=O)c1c(C)[nH]c(C(=O)C(C)Cl)c1C (stereo unspecified) | -6% | 5% | i | -19% | -2.0% | -0.3% | 6% | -0.7% | 8%
O=C(Cn1cnc2c(cnn2-c2ccccc2Cl)c1=O)N1CCc2ccccc21 | -2% | -18% | i | 2% | -6.7% | -0.8% | -1% | 0.0% | -8%
O=S(=O)(Nc1ccc2c(c1)OCO2)c1ccc(Br)s1 | -4% | 3% | i | 3% | -0.5% | 1.4% | 2% | -1.0% | 14%
Cc1csc(NC(=O)/C=C/c2ccco2)n1 | 19% | 3% | i | -5% | -1.5% | -0.8% | 13% | -3.2% | 17%
CS(=O)(=O)N(CC(=O)Nc1cc(Cl)ccc1Cl)c1ccccc1Cl | -4% | 2% | i | -3% | -2.9% | -0.6% | 4% | -0.6% | 6%
CCOC(=O)c1ccc2ncc(C(=O)OCC)c(Nc3ccc(N4CCOCC4)cc3)c2c1 | 10% | -3% | i | 18% | -3.3% | -1.0% | 6% | -1.7% | 8%
CC(C)CN(CC(C)C)S(=O)(=O)N1CCC(C(=O)NCCN2CCOCC2)CC1 | -1% | 8% | i | -2% | -3.3% | -0.8% | 3% | -0.4% | -6%
COc1ccc(/C=N/NC(=O)c2cccc(NC(C)=O)c2)c(OC)c1 | -3% | -4% | i | -9% | -2.6% | 0.2% | 6% | -2.8% | 12%
O=C1ON=C(c2ccccc2)/C1=C\c1ccco1 | 2% | -10% | i | . | . | 0.5% | 17% | . | 24%
CC(C)c1ccc(CNc2ccc([N+](=O)[O-])cn2)cc1 | 5% | -10% | i | 24% | -2.4% | -0.9% | 4% | -1.6% | 8%
COc1ccc(C(=O)C2CCCN(Cc3ccc4nonc4c3)C2)c(C)c1 (stereo unspecified) | 4% | 5% | i | . | . | -1.3% | 3% | . | -11%
O=C(CN1CCOCC1)Nc1cc(Cl)ccc1Cl | 1% | 12% | i | -2% | -2.6% | -1.0% | 5% | -1.3% | 7%
c1ccc2c(c1)NC1(CCCCC1)n1c-2nc2ccccc21 | 0% | 17% | i | 8% | -2.0% | -0.2% | 2% | -0.8% | -115%
Cc1c(C(=O)NCc2cccnc2)sc2nc(-c3ccc(F)cc3)cn12 | -4% | -8% | i | 14% | 0.0% | 0.2% | 10% | -2.7% | 7%
Cc1cccc2cc(C#N)c(SCC#N)nc12 | 2% | -1% | i | -8% | -9.0% | 0.8% | 4% | -0.3% | 0%

Reprinted at random: 2 records from the list, in no set order.
SMILES | SIAH1 antagonists | PhoP inhibition | Yfh1-depleted yeast | human PMI inhibitors | XIAP antagonists | West Nile virus CPE | P. falciparum M1AAP | ER stress rescue | P. falciparum M17LAP
CCOC(=O)c1ccc2ncc(C(=O)OCC)c(Nc3ccc(N4CCOCC4)cc3)c2c1 | 10% | -3% | i | 18% | -3.3% | -1.0% | 6% | -1.7% | 8%
COc1ccc(/C=N/NC(=O)c2cccc(NC(C)=O)c2)c(OC)c1 | -3% | -4% | i | -9% | -2.6% | 0.2% | 6% | -2.8% | 12%

Going on with the list.
SMILES | SIAH1 antagonists | PhoP inhibition | Yfh1-depleted yeast | human PMI inhibitors | XIAP antagonists | West Nile virus CPE | P. falciparum M1AAP | ER stress rescue | P. falciparum M17LAP
COc1ccc2c(c1)O[C@@H](c1cccc(C(F)(F)F)c1)[C@H](OC(=O)Nc1ccc(OC(F)F)cc1)C2=O | 9% | -2% | i | -2% | -0.9% | -0.9% | 8% | 5.6% | -2%
CN(C)CCCNc1cn[nH]c(=O)c1Cl | -4% | -7% | i | -2% | -5.0% | -0.4% | 5% | -0.1% | 4%
CC(C(=O)O)c1ccc(-c2ccccc2)c(F)c1 (stereo unspecified) | 4% | 0%&-7% | i | 1% | -3.6% | 0.5% | 6% | 3.4% | 19%
CCCOc1ccc(C(=O)Nc2ccc(S(=O)(=O)Nc3cc(C)nc(C)n3)cc2)cc1 | 7% | -5% | i | . | . | -0.2% | 2% | . | 2%
O=c1c2c3c(sc2ncn1/N=C/c1ccncc1)CCCC3 | 0% | 4% | i | -4% | -3.0% | 0.6% | 3% | -0.5% | -7%
CCN(Cc1ccccc1)S(=O)(=O)c1nc2nc(C)c(C)c(C)n2n1 | -1% | -5% | i | 13% | -3.5% | -0.7% | 3% | -2.0% | 6%
OC1CCCN(c2c3c(nc4cc(-c5cccc(F)c5)nn24)CCCC3)C1 (stereo unspecified) | -5% | 3% | i | 8% | -16% | -0.4% | -3% | 1.7% | -3%
COc1cccc(Cn2c(-c3nonc3N)nc3ccccc32)c1 | -1% | 8% | i | 20% | -4.2% | 0.0% | 6% | . | 1%
COC(=O)c1ccc(NC(=O)c2ccccc2CC[N+](=O)[O-])cc1 | 1% | 2% | . | -5% | -0.9% | . | 2% | -1.0% | -1%
COCCNC(=O)CN(c1cc(Cl)ccc1OC)S(C)(=O)=O | 3% | 9% | i | 5% | -4.2% | 0.2% | -3% | 0.7% | 11%
COc1ccc(OCC(=O)N/N=C2\CCc3ccccc32)cc1 | 1% | -2% | i | -1% | -1.8% | 0.5% | -5% | -1.6% | -7%
Cc1cc(C)cc(N=Cc2ccc([N+](=O)[O-])s2)c1 | 1% | -7% | i | 44% | -4.2% | -1.1% | 3% | -4.4% | 16%
Cc1ccc(N2CCCCn3c2nc2c3c(=O)n(CC(=O)O)c(=O)n2C)cc1 | 3% | -3% | i | -3% | -0.7% | 0.1% | 5% | -1.2% | 12%
CCOc1ccc(C(=O)Nc2cccc3nsnc23)cc1[N+](=O)[O-] | 30% | -3% | i | -7% | -3.9% | 0.5% | 4% | -2.7% | -3%
CC(OC(=O)CCc1nc2ccccc2[nH]c1=O)c1ccccc1 (stereo unspecified) | -5% | 4% | i | -4% | -2.0% | 0.5% | 2% | -0.2% | 4%
Cc1nnc2sc(SCC(=O)Nc3ccc(Cl)cc3)nn2c1=O | -5% | 1% | i | 5% | -2.6% | 0.1% | 0% | -0.8% | 25%
Cc1c(N/N=C(\C#N)C(=O)c2ccc(Cl)cc2)c(=O)n(-c2ccccc2)n1C | -10% | 8% | 21µM* | -53% | 1.3% | 0.0% | -13% | -0.5% | 32%
O=C(/C=C/c1cccc([N+](=O)[O-])c1)N1CCN(Cc2ccc3c(c2)OCO3)CC1 | 5% | 4% | i | -2% | -1.0% | -0.9% | 108µM* | -2.2% | 7%
COC(=O)c1c(NC(=O)CN2C(=O)c3ccccc3C2=O)sc(Cc2ccc3c(c2)OCO3)c1C | 1% | -7% | i | 2% | -14% | 0.6% | 1% | 1.5% | -19%
